High-throughput results deposited in PubChem by National Center for Advancing Translational Sciences (NCATS).
FUS suppressor: FUS proteinopathy suppression in yeast | S. cerevisiae FUS-expressing, growth rescue, OD600, 24 h | Potency, µM (doses to about 76.6 µM), for inactives: top-dose growth rescue (activation), most hits filed as activators | 390,000 compounds, 0.24% hits; active means well fitted activation curve with a large enough effect; inconclusive means small, poorly fitted or top-dose-only effect; inactive means no such curve, though single readings can be large or run the other way;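 further: plate controls were DMSO vehicle for no effect and reference control for full effect; nearly all actives have a fitted effect of over 55% in size; some results filed as inactive show a strong effect at the top dose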
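Cultures pregrown in 2.5% raffinose medium are shifted to minimal medium containing 2% galactose to express toxic FUS. Compounds are tested at several concentrations. After 24hr at 30C, growth is quantified at 600 nm absorbance.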
The depositor's hits bear a star; ? = inconclusive. Potency means the concentration at half of the fitted maximal effect. This is a subset, so the mix of outcomes need not match the whole.

Molecule	FUS suppressor
O=C(CSc1nc2ccccc2s1)N=Nc1c(O)[nH]c2ccccc12	17.3%
O=C(CSc1nnc(-c2cccnc2)n1-c1ccc(Cl)cc1)c1ccc2ccccc2c1	23.1%
O=C(OCc1cn(Cc2ccc(F)cc2)nn1)N1CCCC1	-11.8%
CCOc1nc2cccc(C(=O)O)c2n1Cc1ccc(-c2ccccc2-c2nn[nH]n2)cc1	-4.5%
COC(=O)C1CN(Cc2cn(CCOC(C)=O)nn2)CCS(=O)(=O)N1Cc1ccccc1 (stereo not drawn)	-18.7%
O=C(NCCc1c[nH]c2ccccc12)c1ccc(Sc2ccccc2Cl)c([N+](=O)[O-])c1	37.3%
CCCCS(=O)(=O)N1C2=NC3=C(C(=O)N(CCOC)C3=O)C3N(C)c4ccccc4[C@]23C[C@H]1CO (stereo partly drawn)	18.0%
COc1cccc(C=NNC(=O)CSc2nc3ccccc3[nH]2)c1O	13.1%
COC(=O)[C@]12C[C@H](CC(=O)NCCCCc3ccccc3)C(=O)N(CCc3ccc(OC)c(OC)c3)C1=C[C@H](C(C)(C)C)O[C@@H]2C	?
CCOC(=O)CNC(=O)CSc1nnc(-c2ccccc2)n1CC	4.9%
COc1cccc(NC(=O)C2CCCN2C(=O)Nc2ccc(Cl)cc2)c1 (stereo not drawn)	3.1%
O=C(OC12CCCN(C1)/C(=C/c1cccc(Cl)c1)C2)c1cccc(F)c1 (stereo not drawn)	11.4%
O=C(CN1CCN(c2nc(-c3ccccc3)cs2)CC1)Nc1ccc(F)cc1F	?
CC(=O)CC[C@@H]1CC[C@]2(CCCN(S(=O)(=O)c3ccccc3)C2)O1	-11.6%
CCCC(=O)N1CCC[C@]2(CC[C@H](CCC#N)O2)C1	-14.3%
Cc1ccc(NC(=O)CNCc2ccccc2OCC(=O)Nc2ccc(I)cc2)cc1	23.9%
C=CCN1C(=O)[C@@H](CC(=O)NCCC(C)C)[C@]2(C(=O)OC)CCCCC=C12	?
C/C=C/c1ccc([C@H]2[C@@H](CN(CC(C)C)S(=O)(=O)c3ccccc3[N+](=O)[O-])N(C(=O)Nc3cccc(OC)c3)[C@H]2CO)cc1	?
CCOc1ccc(-n2c(SCC(=O)Nc3ccccc3-c3ccccc3)nnc2-c2cccs2)cc1	?
CC(C)C[C@H]1COc2cccc(N3CCSCC3)c2S(=O)(=O)N1C	38.7%
N#Cc1ccc(Cn2ccc3ccc(-c4ccc5ccn(C(=O)C6CCCCC6)c5c4)cc32)cc1	?
C[C@H]1Cn2nnc(-c3ccccc3)c2Cn2c3ccccc3c(=O)n21	?
Cc1[nH]c2ccccc2c1CCN(Cc1cccs1)C(=O)Nc1cccc2c1OCO2	?
COc1cc(C(=O)NC2CCCCN(Cc3cccc(C(F)(F)F)c3)C2=O)cc(OC)c1OC (stereo not drawn)	40.9%
O=C(CSc1nnc(-c2ccccc2)n1-c1ccc(Cl)cc1)c1ccc(Cl)cc1	30.0%
CCCN(CC1CC1)c1c2c(nc3ncnn13)CCCC2	-2.6%
O=C(OC12CCCN(C1)/C(=C/c1ccc(Cl)cc1)C2)C1CCCCC1 (stereo not drawn)	-14.4%
CCCC[C@H]1C2CC(OC(=O)Nc3ccc(F)cc3)C(C2)[C@H]2CCCCN21 (stereo partly drawn)	6.3%
COC(=O)C[C@@H]1CC[C@@H]2[C@H](COc3ccc(NC(=O)c4cccc(OC)c4)cc3C(=O)N2C)O1	6.7%
CCOc1ccc(-n2c(SCC(=O)Nc3ccc4c(c3)OCCO4)nnc2-c2ccncc2)cc1	9.6%
COc1ccc(CNC(=S)OC2CCC23CCC(c2ccccc2)CC3)cc1 (stereo not drawn)	-0.9%
C[C@@H]1CCN(C2CC2)S(=O)(=O)c2c(cccc2N2CCC[C@@H]2C)O1	4.4%
CN(C)[C@H]1CCN(c2ccc3c(c2)O[C@H]2CCN(C2)S3(=O)=O)C1	12.5%
CCOC(=O)[C@@]12CN(C(=O)OC(C)(C)C)CC=C1N(Cc1ccc(OC)cc1)C(=O)[C@H]2CC(=O)NCCC(C)C	?
CC(=O)c1cc(-c2cccc(Cl)c2O)c(=O)n2c1CCC2	-5.8%
CCOC(=O)[C@]12CCCC=C1N(CCCOC)C(=O)[C@@H]2CC(=O)NCc1cccs1	-7.0%
O=C1C[C@H](C(=O)Nc2ccc(Cl)cc2)[C@@H](c2ccccc2)O1	-3.5%
Cc1ccc(-n2c(SCC(=O)Nc3ccccc3-c3ccccc3)nnc2-c2cccnc2)cc1	?
CCC(C)N(C(=O)CSc1nnc(-c2cc(OC)c(OC)c(OC)c2)o1)C(C)CC (stereo not drawn)	?
CC1CC1C(=O)N1CCC(Oc2cccnc2)CC1 (stereo not drawn)	-21.9%
Cc1ccc(-n2c(SCC(=O)Nc3ccc(OCc4ccccc4)cc3)nnc2-c2cnccn2)cc1	?
CCOC(=O)CNC(=O)N(C)[C@H]1C[C@H]2c3[nH]c4c(-c5cccc(C)c5)cccc4c3CCN2C(=O)[C@H]1[C@H](C)O	?
COC(=O)c1cc(-c2ccc(C(C)(C)C)cc2)c(=O)n2c1CCC2	8.6%
Cc1ccc(OCc2nnc(SCC(=O)c3ccc4ccccc4c3)n2-c2ccc(Cl)cc2)cc1	27.9%
COc1ccc(C(=O)C2(C(=O)NC3CCCC3)CC(c3ccccc3C(F)(F)F)=NO2)cc1 (stereo not drawn)	32.6%
COC(=O)C[C@@H]1CC[C@@H]2[C@@H](COc3ccc(NC(=O)Nc4ccc(F)cc4)cc3C(=O)N2C)O1	-0.5%
O=C(Nc1ccncc1)c1cc(-c2ccc(Cl)cc2)nc2ccccc12	3.9%
Nn1c(SCC(=O)Nc2ccccc2-c2ccccc2)nnc1-c1cc(-c2ccc(Cl)cc2)n[nH]1	-2.1%
CCN(CC)C(=O)CN1C(=O)C2CCCCN2C(=O)c2ccccc21 (stereo not drawn)	-11.3%
CCCC[C@H](C(=O)N(CC)c1ccccc1)[C@@H](O)c1ccc(Cl)cc1	24.6%
COc1cccc(-c2ccc(CC[C@H]3O[C@H]4CC[C@@H](CO)O[C@H]4C[C@H]3NC(=O)c3cnccn3)cc2)c1	?
CCOc1ccc(-n2c(SCC(=O)Nc3cc(C)c(NC(=O)c4ccccc4)cc3OC)nnc2-c2cccs2)cc1	20.4%
C=CCn1c(Cc2cccs2)nnc1SCC(=O)Nc1ccc(OCc2ccccc2)cc1	?
CC(=O)c1cc(-c2cccc(CO)c2)c(=O)n2c1CCC2	1.2%
COC(=O)C1CN(Cc2cn(CCOC(C)=O)nn2)CCS(=O)(=O)N1Cc1ccc(C)cc1 (stereo not drawn)	-15.1%
C[C@H]1[C@H](NC(=O)c2ccc(Cl)cc2)CC[C@@]23CCCN2C(=O)CCC[C@@H]13	9.0%
FC(F)(F)c1cccc(Cn2ccc3ccc(-c4ccc5ccn(Cc6ccccc6)c5c4)cc32)c1	18.0%
O=C(CSc1nc2sc3c(c2c(=O)n1-c1ccc(Cl)cc1)CCCC3)c1ccccc1Cl	5.9%
CCCN(CC1CC1)c1nc(C)nc2c1nnn2Cc1ccccc1	13.2%
O=C(Nc1ccc(F)cc1)OCc1cn(Cc2cc(F)cc(F)c2)nn1	-10.5%

Next records:
SMILES | FUS suppressor
O=C(NCCc1ccccc1)OCc1cn(Cc2cccc(F)c2F)nn1 | 17.7%
CCCC1CCC2(CCCN2CCOC(=S)Nc2cccc(Cl)c2)CC1 (stereo not drawn) | 14.9%
COC(=O)[C@]12C[C@H](CC(=O)N3CCN(C(=O)c4ccco4)CC3)C(=O)N(CCC3=CCCCC3)C1=C[C@H](C1CCCC1)O[C@@H]2C | ?
CCCC[C@H](C(=O)N(CC)c1ccccc1)[C@@H](O)c1ccc(C(C)=O)cc1 | 40.8%
COC(=O)C1CCN(C(=O)CN2CCC(C(=O)c3ccc(C)cc3)CC2)CC1 | -9.9%
O=C(CSc1nnc(-c2cccc(Cl)c2)n1Cc1ccco1)c1ccc(F)cc1 | 41.0%
COc1cccc(CNC(=O)C2CCCN(c3nc4ccccc4o3)C2)c1OC (stereo not drawn) | 17.7%
N[C@H](C(=O)N[C@@H](Cc1ccccc1)C(=O)N1CCC2CCN(S(=O)(=O)c3ccccc3)CC21)c1ccccc1 (stereo partly drawn) | 10.7%
COC(=O)[C@]1(C)CN(C(=O)OC(C)(C)C)C2=C1C(=O)C[C@](C)(C(=O)OC(C)(C)C)C2 | 4.8%
Cc1ccc(S(=O)(=O)N2CCCC2c2cccc3[nH]cc(C)c23)cc1 (stereo not drawn) | 32.9%
CN1C(=O)c2cc(NC(=O)Nc3ccc(F)c(F)c3)ccc2OC[C@H]2O[C@@H](CC(=O)O)CC[C@H]21 | 1.0%
c1ccc(-c2ccc(C3=Nn4c(nnc4-c4ccccc4)SC3)cc2)cc1 | 4.4%
COc1cc(NC(=O)NC2CCCCN(Cc3cccc(Cl)c3)C2=O)cc(OC)c1 (stereo not drawn) | -19.4%
O=C(NC1CCc2ccccc21)c1cc(-c2ccc(Cl)cc2)nc2ccccc12 (stereo not drawn) | 2.2%
O=C(CSc1nc2ccccc2nc1N1CCOCC1)NCc1ccc(Cl)cc1Cl | 7.8%
C#CCNC(=O)C[C@@H]1C(=O)N(CC=C)C2=CCCCC[C@]21C(=O)OC | 8.3%
CCCC[C@H]1C2CC(OC(=O)Nc3ccc(C#N)cc3)C(C2)[C@H]2CCCCN21 (stereo partly drawn) | -3.3%
CCOC(=O)[C@@]12CCCC3=C1N(CCC3)C(=O)[C@H]2CC(=O)N1CCOCC1 | -22.3%
Cc1ccccc1-c1nnc2n1N=C(c1ccc(O)c(O)c1)CS2 | 14.3%
CCOC(=O)N1CCN(C(=O)C[C@H]2C[C@@]3(C(=O)OC)C(=C[C@H](C(C)(C)C)O[C@@H]3C)N(Cc3ccc(Cl)cc3Cl)C2=O)CC1 | 6.31µM*

Three of these compounds in another layout.
CC(=O)c1cc(-c2cccc(Cl)c2O)c(=O)n2c1CCC2
  FUS suppressor: -5.8%
COC(=O)C[C@@H]1CC[C@@H]2[C@H](COc3ccc(NC(=O)c4cccc(OC)c4)cc3C(=O)N2C)O1
  FUS suppressor: 6.7%
Cc1ccc(-n2c(SCC(=O)Nc3ccc(OCc4ccccc4)cc3)nnc2-c2cnccn2)cc1
  FUS suppressor: ?

New compounds follow:
SMILES | FUS suppressor
CN(C)c1cccc(/C=C2\CC3(OC(=O)c4ccc(Cl)cc4)CCCN2C3)c1 (stereo not drawn) | 27.2%
N#CCC[C@@H]1CC[C@]2(CCCN(C(=O)c3ccco3)C2)O1 | -3.0%
O=C1N2CCc3ccccc3C2CS(=O)(=O)N1CCc1ccccc1 (stereo not drawn) | 19.3%
C=CCOC(=O)N[C@H](c1cccc(OC)c1)[C@H](C)/C=C/CC(=O)OC | -3.4%
O=C(Nc1cc(Cl)ccc1F)C1CCCN(c2nnc(-n3cccc3)s2)C1 (stereo not drawn) | 3.7%
N#CCCCc1cn(-c2cccc(-c3noc4c3C(=O)N(CC(=O)N3CCOCC3)CC4)c2)nn1 | -4.9%
Cc1cc(N2CCN(Cc3ccc4c(c3)OCO4)CC2)n2nc(C)nc2n1 | -1.2%
Cc1ccc(NC(=O)C2CCN(c3ncccn3)CC2)cc1C | 12.1%
COC(=O)[C@]12C[C@H](CC(=O)NCc3cccs3)C(=O)N(Cc3ccco3)C1=C[C@H](C1CCCC1)O[C@@H]2C | 42.4%
C#CCNC(=O)C[C@H]1C[C@@]2(C(=O)OC)C(=C[C@H](C3CCCC3)O[C@@H]2C)N(Cc2ccco2)C1=O | 27.0%
CCN(C(=O)COC(=O)c1ccc(Sc2ncn[nH]2)c([N+](=O)[O-])c1)c1ccccc1C | 36.6%
Cc1onc(C(=O)N2CCN(C(c3ccc(F)cc3)c3ccc(F)cc3)CC2)c1[N+](=O)[O-] | ?
Cc1cccc(C(=O)N[C@@H]2CC[C@@]34CCCN3C(=O)CCC[C@H]4[C@H]2C)c1 | 4.6%
CCC[C@H]1[C@@H](NC(=O)/C=C/c2ccccc2)CC[C@@]23CCCN2C(=O)CCC[C@@H]13 | 25.3%
COC(=O)C[C@H]1CC[C@H]2[C@H](COc3ccc(NC(=O)C4CC4)cc3C(=O)N2C)O1 | -9.6%
CC(c1c[nH]c2ccccc12)c1cn(C)c2ccccc12 (stereo not drawn) | 14.7%
COc1ccccc1CNC(=O)NC1CCN(CC(=O)Nc2ccc3c(c2)OCCO3)CC1 | -9.7%
COc1cc(-n2c(C)nc3cc(C(=O)N4CCCC4)ccc32)cc(OC)c1OC | 0.3%
C=C(C)CSc1nnc(-c2cc(-c3ccc(OC)cc3)n[nH]2)n1N | -3.4%
O=C1CSc2ccc(C(=O)N3CCCC(C(=O)N4CCOCC4)C3)cc2N1 (stereo not drawn) | 16.5%
O=[N+]([O-])c1ccccc1/C=C/C1Nc2cccc3cccc(c23)N1 | 2.5%
CCOC(=O)[C@]12CCCC=C1N(Cc1ccc(OC)cc1)C(=O)[C@@H]2CC(=O)N1CCN(C(=O)C2CC2)CC1 | 3.6%
COC(=O)c1cc(-c2ccc(Oc3ccccc3)cc2)c(=O)n2c1CCC2 | ?
O=S1(=O)c2ccc(Br)cc2OC[C@H](Cc2ccccc2)N1Cc1cn(Cc2ccccc2)nn1 | 7.4%
O=C(OCc1cn(Cc2ccccc2C(F)(F)F)nn1)N1CCOCC1 | 24.8%
COC(=O)[C@]12C[C@H](CC(=O)NCC34CC5CC(CC(C5)C3)C4)C(=O)N(CCC3=CCCCC3)C1=C[C@H](C1CCCC1)O[C@@H]2C | -2.5%

Pulled by structure from above (2):
SMILES | FUS suppressor
CCOC(=O)[C@]12CCCC=C1N(Cc1ccc(OC)cc1)C(=O)[C@@H]2CC(=O)N1CCN(C(=O)C2CC2)CC1 | 3.6%
COC(=O)[C@]12C[C@H](CC(=O)NCC34CC5CC(CC(C5)C3)C4)C(=O)N(CCC3=CCCCC3)C1=C[C@H](C1CCCC1)O[C@@H]2C | -2.5%
